PLC-beta3 inh = human PLC-beta3 inhibitors, primary screen, biochemical, fluorescence. AID 720704, 2013. 1-phosphatidylinositol 4,5-bisphosphate phosphodiesterase beta-3 (Homo sapiens), Q01970. inhibition, % at 12.2 µM. 370,000 tested, 0.18% active. Purified PLC-beta3, fluorogenic substrate; in the data active means inhibition above about 11%;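 further: 0% = median of compound wells on plate and 100% = full blocker control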
PLCg1 inh = PLC-gamma1 enzyme inhibitors, primary screen, biochemical, fluorescence, purified enzyme; 1-phosphatidylinositol 4,5-bisphosphate phosphodiesterase gamma-1 (Homo sapiens), P19174; 370,000 tested, 0.84% active; fluorogenic substrate; inhibition, % at 12.2 µM; in the data active means inhibition above about 9.5%
UHRF1 binding = UHRF1 methylated DNA binding inhibitors, primary screen, counter-screen for MBD2 inhibitor project, biochemical, TR-FRET, human UHRF1, single concentration | UHRF1 binding to methylated oligo | inhibition, % at 4.4 µM | 370,000 tested, 0.75% active; in the data active means inhibition above about 21%;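 further: UHRF1 SRA domain binding a hemimethylated CpG hairpin DNA probe; 0% = median of test compound wells and 100% = reference inhibitor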
DDE Tn7 FP inh = inhibitors of Tn7 peptide binding to fibrin DD(E), primary screen, biochemical, fluorescence polarization, human fibrin, Tn7 probe. Fibrinogen beta chain (Homo sapiens), P02675. FP displacement of FITC-Tn7 peptide from fibrin DD(E); 0% = median of compound wells per plate. inhibition, % at 8.3 µM. 370,000 tested, 0.13% active. AID 720508, 2013;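 active means inhibition above the mean of compounds falling within the control limits plus 3 SD of them, cut at about 14% in these data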;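 further: 0% = plate median of compound wells and 100% = 10 µM Aha-Tn7 peptide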
Target sequence (P02675 whole entry, looked up): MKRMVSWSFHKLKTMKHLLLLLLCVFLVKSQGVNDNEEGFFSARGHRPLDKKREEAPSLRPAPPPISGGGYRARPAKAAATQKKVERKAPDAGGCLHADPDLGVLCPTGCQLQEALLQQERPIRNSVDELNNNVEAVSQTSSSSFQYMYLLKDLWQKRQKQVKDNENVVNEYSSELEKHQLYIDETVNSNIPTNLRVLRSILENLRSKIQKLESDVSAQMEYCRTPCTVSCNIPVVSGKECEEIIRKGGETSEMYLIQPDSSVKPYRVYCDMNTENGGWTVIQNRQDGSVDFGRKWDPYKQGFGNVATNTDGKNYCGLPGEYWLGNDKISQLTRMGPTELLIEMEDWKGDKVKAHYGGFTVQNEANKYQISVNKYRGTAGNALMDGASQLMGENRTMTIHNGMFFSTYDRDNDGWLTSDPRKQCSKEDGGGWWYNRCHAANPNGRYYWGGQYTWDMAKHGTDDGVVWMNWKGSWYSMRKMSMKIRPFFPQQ
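system = human fibrin DD(E) protein | quantity = DD(E) 2 µM final | medium = Tris/NaCl/CaCl2 buffer, pH 7.8 | also added = labelled Tn7 tracer, 0.1 µM | compound dosing = single point at 8.3 µM | timing = compound with protein 10 min, then 3 h after probe, room temperature | signal = FP measurement | benchmarks = Aha-Tn7 high control | repeats = one replicate per compound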
KLK7 zymogen act = proKLK7 zymogen activators, primary screen, biochemical, fluorescence intensity | 370,000 tested, 0.9% active | activation, % at 7 µM | AID 652039, 2013 | purified proKLK7, EDANS-DABCYL substrate fluorescence; 100% is mature enzyme control, 0% vehicle | Kallikrein-7 (Homo sapiens), P49862;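 active means activation above the mean of all tested compounds plus 3 SD, computed per campaign excluding outliers beyond control limits, cut at about 13% in these data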
Target sequence (P49862 whole entry, looked up): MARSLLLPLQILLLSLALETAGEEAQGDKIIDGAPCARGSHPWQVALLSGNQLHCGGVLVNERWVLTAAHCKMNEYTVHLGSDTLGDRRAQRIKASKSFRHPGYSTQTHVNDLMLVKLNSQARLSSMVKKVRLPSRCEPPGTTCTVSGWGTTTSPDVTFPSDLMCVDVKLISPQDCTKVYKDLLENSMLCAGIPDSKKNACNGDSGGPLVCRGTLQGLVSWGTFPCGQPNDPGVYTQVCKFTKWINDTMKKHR
Rev-erbA mod = modulators of Rev-erb alpha DNA binding, primary screen, biochemical, FITC-DNA, fluorescence polarization, uHTS | Nuclear receptor subfamily 1 group D member 1 (Homo sapiens), P20393 | Rev-erbα–FITC-DNA binding, 90 min | activity, % at 10 µM | 370,000 tested, 0.79% active | AID 1259318, 2017;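 active means activity above about 14%, limit read from the data; passing the limit was not always enough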;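 further: 0% = DMSO wells with 35 nM protein and 100% = DMSO wells with 750 nM protein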
DDE Tn6 FP inh = inhibitors of Tn6 peptide binding to fibrin DD(E), primary screen, biochemical, fluorescence polarization, human fibrin, Tn6 probe | 370,000 tested, 0.21% active | inhibition, % at 8.3 µM | Fibrin DD(E) TRITC-Tn6 fluorescence polarization displacement;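 active means inhibition above a per-campaign cutoff: mean of compounds within control limits plus 3 SD, cut at about 15% in these data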;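 further: 0% = median of all compound wells on the plate and 100% = blocking peptide control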
ARFGAP1 inh = inhibitors of rat ARFGAP1 GAP activity, primary screen, biochemical, fluorescence polarization, GDP tracer; 360,000 tested, 0.26% active; Arfgap1-stimulated ARF1 GTP hydrolysis, GDP FP detection; inhibition, % at 16.5 µM; ADP-ribosylation factor GTPase-activating protein 1 (Rattus norvegicus), Q62848;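 active means inhibition above a per-plate limit, mean inhibition of low control wells plus 3 SD, cut at about 25% in these data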;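 further: 0% = DMSO wells with enzyme and 100% = wells lacking Arfgap1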
Target sequence (Q62848 1-136 limits assumed): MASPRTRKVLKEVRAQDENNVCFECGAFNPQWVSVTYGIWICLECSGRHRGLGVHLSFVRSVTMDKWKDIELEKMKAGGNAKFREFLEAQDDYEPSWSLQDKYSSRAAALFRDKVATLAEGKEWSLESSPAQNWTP
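Material – truncated rat Arfgap1 GAP domain · Buffer or medium – HEPES-based buffer, pH 7.5 · Reagent – human ARF1(Δ1-17)-GTP substrate · Dosing – 16.5 µM single point, 1.26% DMSO · Schedule – GTP hydrolysis reaction 2 h at 25 °C · Technique – GDP detection by fluorescence polarization · Benchmarks – No-Arfgap1 wells (100%) versus DMSO full-reaction wells (0%) · Repeats – single replicate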
ASAP1 inh = inhibitors of human ASAP1 ArfGAP activity, primary screen, biochemical, fluorescence polarization. Arf-GAP with SH3 domain, ANK repeat and PH domain-containing protein 1 (Homo sapiens), …. ASAP1-stimulated ARF1 GTP hydrolysis, GDP FP detection. inhibition, % at 16.5 µM. 360,000 tested, 0.19% active. AID 624377, 2012; in the data active means inhibition above about 25%;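 further: 0% = vehicle with enzyme and substrate and 100% = no enzyme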
HGIII-sPLA2 inh = human group III sPLA2 inhibitors, primary screen, biochemical, QFRET, BODIPY PC-A2 liposome substrate. Group 3 secretory phospholipase A2 (Homo sapiens), Q9NZ20. QFRET BODIPY PC-A2 liposome hydrolysis, fluorescence. inhibition, % at 12.2 µM. 370,000 tested, 0.56% active. AID 743126, 2013;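 active means inhibition above mean plus 3 SD of compounds lying within the high and low control bounds, cut at about 19% in these data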;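 further: 0% = median of test compound wells and 100% = no enzyme DMSO wells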
Active calls of the source: *.

1) Cc1ccc(NC(=O)C2CCN(C(=O)NC3CCCCC3)CC2)cc1
2) Cc1ccc(SCCNC(=S)Nc2ccc(C)cc2C)cc1
3) CCC(Oc1ccccc1)C(=O)N1CCC(C(N)=O)CC1 (stereo not drawn)
4) COc1ccc(S(=O)(=O)N2CCC(C(=O)N3CCC(C(N)=O)CC3)CC2)cc1Cl
5) CC(C)C(NC(=O)CC12CC3CC(CC(C3)C1)C2)C(=O)O (stereo not drawn)
6) C/C(CC1CC(COCC(C)C)OC1=O)=N\NC(N)=S (stereo not drawn)
7) CC(=O)Nc1ccc(S(=O)(=O)NNc2cccc(C)c2)cc1
8) Cc1cnc(NC(=O)COc2ccc3c(c2)CCC3)s1

assay / entry	1	2	3	4	5	6	7	8
PLC-beta3 inh	3	2	0	0	3	-1	-2	-8
PLCg1 inh	5	2	1	3	1	1	3	6
UHRF1 binding	1	1	2	0	1	6	0	0
DDE Tn7 FP inh	-6	-1	12	0	-4	-5	-9	-9
KLK7 zymogen act	-0.1	-1.1	0.0	-0.1	-0.8	0.4	0.1	-0.4
Rev-erbA mod	0	0	-1	-2	3	-3	0	-4
DDE Tn6 FP inh	-5	-2	2	-4	1	0	-1	1
ARFGAP1 inh	15	2	-1	-8	1	-9	-5	-9
ASAP1 inh	-10	13	-8	-9	-14	6	12	16
HGIII-sPLA2 inh	3	8	-1	3	-1	8	0	-2

9) CC(=O)c1ccc(S(=O)(=O)Nc2c(C)nn(C)c2C)cc1
10) CCOC(=O)C1(Cc2ccc(OC)cc2)CCN(C(=O)CCn2ccc(C)n2)CC1
11) CSc1ccccc1C(=O)NC1CCCCCC1
12) Cc1ccc(C)c2c1cc(C)c1nnc(SCC(=O)N3CCCc4ccccc43)n12
13) Cc1cc(NC(=O)CCC(=O)NNC(=O)c2ccc(C(C)(C)C)cc2)no1
14) CC(C)NC(=O)c1ccc(CN2CCC(Cc3ccccc3)CC2)cc1
15) CCOC(=O)c1c(S(=O)(=O)NCCc2ccccc2)c(C)n(C)c1C
16) C/C(N)=C(/C#N)C(=O)COC(=O)CCSc1ccccc1Cl

assay / entry	9	10	11	12	13	14	15	16
PLC-beta3 inh	-8	-2	0	-1	3	-5	-9	0
PLCg1 inh	-3	5	-3	2	6	1	-1	-4
UHRF1 binding	4	2	5	-1	2	2	2	4
DDE Tn7 FP inh	3	-6	3	-5	11	-1	0	-2
KLK7 zymogen act	0.0	0.4	-0.2	0.1	-0.4	-0.1	0.2	0.1
Rev-erbA mod	2	3	-5	-2	0	4	-2	4
DDE Tn6 FP inh	7	5	1	2	10	7	4	5
ARFGAP1 inh	-18	6	2	5	-10	-7	10	-4
ASAP1 inh	-5	11	-1	12	1	2	13	1
HGIII-sPLA2 inh	16	-2	1	6	-9	-9	1	-12

Exported with values under each structure: part of the list above
Second line of a record – PLC-beta3 inh, PLCg1 inh, UHRF1 binding, DDE Tn7 FP inh, KLK7 zymogen act, Rev-erbA mod, DDE Tn6 FP inh, ARFGAP1 inh, ASAP1 inh, HGIII-sPLA2 inh
16) C/C(N)=C(/C#N)C(=O)COC(=O)CCSc1ccccc1Cl
 : 0, -4, 4, -2, 0.1, 4, 5, -4, 1, -12
10) CCOC(=O)C1(Cc2ccc(OC)cc2)CCN(C(=O)CCn2ccc(C)n2)CC1
 : -2, 5, 2, -6, 0.4, 3, 5, 6, 11, -2
13) Cc1cc(NC(=O)CCC(=O)NNC(=O)c2ccc(C(C)(C)C)cc2)no1
 : 3, 6, 2, 11, -0.4, 0, 10, -10, 1, -9
12) Cc1ccc(C)c2c1cc(C)c1nnc(SCC(=O)N3CCCc4ccccc43)n12
 : -1, 2, -1, -5, 0.1, -2, 2, 5, 12, 6
14) CC(C)NC(=O)c1ccc(CN2CCC(Cc3ccccc3)CC2)cc1
 : -5, 1, 2, -1, -0.1, 4, 7, -7, 2, -9
11) CSc1ccccc1C(=O)NC1CCCCCC1
 : 0, -3, 5, 3, -0.2, -5, 1, 2, -1, 1

(continued)
17) COc1ccc(CNC(=O)CCn2c(=O)c3cccn3c3ccc(F)cc32)cc1
18) CCC(CC)NC(=O)CCc1nc2ccccc2c(=O)[nH]1
19) Cc1ccc2nc(-c3cccc(Cl)c3)c(Cc3ccccc3)n2c1
20) O=c1[nH]c(=S)c2[nH]c(=S)n(-c3ccccc3)c2[nH]1
21) CN(C(=O)c1cccc(NC(=O)Cc2cccc(NC(=O)C3CCCN(C(=O)C4CC4)C3)c2)c1)C1CC1 (stereo not drawn)
22) CC#CC(=O)N1CCC(CO)(CCc2ccccc2)CC1
23) O=c1sc2ccccc2n1CCCOc1ccccc1
24) COc1ccc(-c2cc3nc(C)cc(N)n3n2)cc1

assay / entry	17	18	19	20	21	22	23	24
PLC-beta3 inh	-7	2	-8	-9	-1	-6	-2	-52
PLCg1 inh	0	-2	-6	-3	0	2	-1	-41
UHRF1 binding	-1	3	13	-4	0	-1	-1	0
DDE Tn7 FP inh	-3	-3	7	2	-7	4	1	-4
KLK7 zymogen act	0.3	-0.8	-0.2	-1.8	-0.1	-0.1	0.2	0.7
Rev-erbA mod	0	-3	7	15*	3	2	9	0
DDE Tn6 FP inh	-2	1	-6	-4	-2	5	-1	3
ARFGAP1 inh	1	5	-1	3	4	-12	2	-2
ASAP1 inh	3	5	-9	16	-2	-2	9	7
HGIII-sPLA2 inh	2	3	1	17	-5	-1	-7	1

25) COc1ccc(N2CCN(C(=O)COC(=O)CC(NC(N)=O)c3ccc(Cl)cc3)CC2)cc1 (stereo not drawn)
26) O=C1C(=O)c2ccccc2C(O)=C1c1cccc([N+](=O)[O-])c1
27) CCOC(=O)N1CCC(NC(=O)C2CCC(CNS(=O)(=O)c3ccc(OC)cc3)CC2)CC1 (stereo not drawn)
28) COc1ccc(CC(=O)NCC2CCCN(Cc3ccc(SC)cc3)C2)cc1 (stereo not drawn)
29) Oc1[nH]c2ccccc2c1OCc1ccncc1
30) CC(C)(C)C(=O)c1c(N)[nH]c(C(=O)c2ccccc2)c1-c1ccc([N+](=O)[O-])cc1
31) O=C(O)c1ccc2ncc(NC(=O)c3ccc(F)cc3)c(=O)n2c1
32) COC(=O)c1ccc(CNC(=O)c2sccc2-c2ccccc2)cc1

assay / entry	25	26	27	28	29	30	31	32
PLC-beta3 inh	3	-8	3	-9	0	1	-42	-10
PLCg1 inh	2	-1	0	-4	0	-1	-25	-2
UHRF1 binding	-1	-5	0	-1	1	-1	-1	0
DDE Tn7 FP inh	0	4	-10	0	0	2	-11	3
KLK7 zymogen act	0.1	0.3	-0.1	0.1	0.1	1.1	1.0	0.5
Rev-erbA mod	16	4	1	-3	0	2	0	7
DDE Tn6 FP inh	-2	-2	4	4	2	-7	4	-3
ARFGAP1 inh	-9	1	-6	6	4	1	7	11
ASAP1 inh	-1	-13	1	7	-7	-13	8	4
HGIII-sPLA2 inh	-1	4	4	-8	-3	3	-6	3

33) Cc1ccc(C(=O)COC(=O)c2ccc(Cl)c(N)c2)s1
34) C/C(=N\Nc1ccccn1)c1ccc(Br)s1
35) COc1ccccc1CNC(=O)C1CCC(CNS(=O)(=O)c2cccc3cccnc23)CC1 (stereo not drawn)
36) CN(Cc1ccccc1)C(=O)COC(=O)c1ccc(Br)o1
37) O=C(NCCOc1ccccc1Cl)C(=O)c1c[nH]c2ccccc12
38) COCc1ccc(-c2c(-c3ccc(OC)cc3)oc(=O)c3cc(OC)c(OC)cc23)cc1
39) O=P(Cc1cc[n+]([O-])cc1)(c1ccccc1)c1ccccc1
40) c1cncc(-c2cccnc2)c1

assay / entry	33	34	35	36	37	38	39	40
PLC-beta3 inh	-4	-2	-7	-3	-10	-15	11*	1
PLCg1 inh	2	2	-2	6	0	-7	7	2
UHRF1 binding	-1	3	0	1	1	-2	0	1
DDE Tn7 FP inh	-7	7	6	-5	-2	7	-3	0
KLK7 zymogen act	0.3	-0.4	0.2	0.1	0.4	-1.0	0.4	-0.7
Rev-erbA mod	-2	3	4	-7	2	-2	-6	4
DDE Tn6 FP inh	1	5	-12	1	-7	-4	-1	-13
ARFGAP1 inh	-5	-3	-9	10	9	1	-4	-2
ASAP1 inh	1	-7	-2	12	14	1	3	4
HGIII-sPLA2 inh	-4	14	1	15	-37	-2	0	4

41) COc1ccc2[nH]c(C(=O)N3CCN(c4ccccc4F)CC3)c(C)c2c1
42) COc1cc(/C=C/C(=O)OCC(=O)Nc2cc(C)c(C)cc2[N+](=O)[O-])ccc1O
43) Cc1sc2nc(SCC(N)=O)n(C)c(=O)c2c1C
44) CC(C)c1nc(Cl)c(C#N)c2c1CCC2
45) C/C(=N/NC(=O)c1nnn(-c2nonc2N)c1-c1ccccc1)c1ccncc1
46) COc1ccc(C(=O)NCCc2nnc3ccc(SCC(=O)N4CCCC4)nn23)cc1
47) Clc1ccc(CSC2=NCCCN2)cc1Cl
48) COC(=O)[C@H](C)[C@H]1C[C@]1(C)[C@H](NC(=O)OCc1ccccc1)c1ccccc1
49) CCOc1cc(C)c(Cl)cc1S(=O)(=O)NCC1CCCO1 (stereo not drawn)
50) CCCCCOC(=O)Cn1c(SCC(=O)Nc2ccccc2)nc2c1c(=O)[nH]c(=O)n2C
51) N/C(=N\N=C\c1ccc(Br)o1)c1nonc1N

assay / entry	41	42	43	44	45	46	47	48	49	50	51
PLC-beta3 inh	-58	-9	6	-7	-9	-11	2	4	2	-1	-1
PLCg1 inh	-50	-2	2	0	-3	-5	-2	2	1	-1	5
UHRF1 binding	0	1	-4	-1	-8	2	-3	-1	-3	2	-5
DDE Tn7 FP inh	6	1	-2	3	6	10	8	-1	1	4	-6
KLK7 zymogen act	1.5	0.0	0.4	0.7	0.4	-0.4	-0.2	-0.2	-0.1	-0.1	0.2
Rev-erbA mod	4	-5	-1	0	-1	-6	3	6	-2	-9	0
DDE Tn6 FP inh	3	2	8	6	3	1	0	-5	-10	5	-7
ARFGAP1 inh	-2	2	-6	-1	3	1	-7	3	2	5	-7
ASAP1 inh	0	-1	4	-2	2	6	-1	6	7	1	-9
HGIII-sPLA2 inh	-13	12	7	7	-11	9	-1	-3	1	-4	0

High-throughput results as filed in PubChem BioAssay.
